# Source: PubChem BioAssay
# CBFb-RUNX1 inh = qHTS Assay for Compounds Blocking the Interaction Between CBF-beta and RUNX1 for the Treatment of Acute Myeloid Leukemia. AlphaScreen CBFb-His/RUNX1-biotin binding, biochemical. Runt-related transcription factor 1 (Homo sapiens) + Core-binding factor subunit beta …. AID 1477, 2009. Potency, µM (titrated, usually from 59.8 µM), for inactives: top-dose activity, negative = inhibition, usual class: inhibitors. 230,000 tested, under 10 active; note: % of control where 0% means no effect
#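 CBF-beta (His) and RUNX1 (biotin), 30 nM each; 20 min preassociation; + compound, 15 min; + beads 50 ng each (Ni, streptavidin), 90 min; RT; AlphaScreen read.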
# TRb-SRC2 inh = qHTS for Inhibitors of the Interaction of Thyroid Hormone Receptor and Steroid Receptor Coregulator 2; Thyroid hormone receptor beta (Homo sapiens), P10828; TRbeta-SRC2 peptide binding, fluorescence polarization; receptor liganded with 1 µM T3; Potency, µM (top dose mostly 106 µM), for inactives: top-dose activity change, negative = inhibition, usual class: inhibitors; hit rate 0.065% among 280,000; AID 1469, 2008;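 note: potency is the fitted concentration of half-maximal effect; plate controls were bound peptide for no effect and peptide without receptor for full effect; nearly all actives have a fitted effect of over 50% in size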
# Target sequence (P10828 whole entry, looked up): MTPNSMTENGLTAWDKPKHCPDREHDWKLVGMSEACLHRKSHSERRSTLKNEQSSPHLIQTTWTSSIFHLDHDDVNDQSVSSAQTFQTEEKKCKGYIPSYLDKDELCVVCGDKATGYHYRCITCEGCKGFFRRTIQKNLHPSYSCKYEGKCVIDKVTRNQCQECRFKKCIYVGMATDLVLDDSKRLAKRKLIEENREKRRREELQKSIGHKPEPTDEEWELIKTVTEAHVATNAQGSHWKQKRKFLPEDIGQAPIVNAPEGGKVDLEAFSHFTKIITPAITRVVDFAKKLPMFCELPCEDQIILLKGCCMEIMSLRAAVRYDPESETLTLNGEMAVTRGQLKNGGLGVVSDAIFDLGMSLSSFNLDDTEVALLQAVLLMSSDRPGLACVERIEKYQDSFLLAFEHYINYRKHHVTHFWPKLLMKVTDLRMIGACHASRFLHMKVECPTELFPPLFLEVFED
#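 Assay buffer: 20 mM Tris-HCl, 100 mM NaCl, 10% glycerol, 1 mM EDTA, 0.01% NP-40, 1 mM DTT, 1 uM T3, 5% DMSO; TRb LBD 0.6 uM, Texas Red SRC2 20 nM; FP after 5 hr.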
# Tau fluor counter = Counterscreen qHTS for Inhibitors of Tau Fibril Formation, Fluorescence Polarization | Potency, µM (top dose mostly 57.7 µM), without a hit: top-dose activity change, negative = decrease | hit rate 0.93% among 280,000 | tau K18 P301L Alexa594 fluorescence, heparin fibrillization; note: potency is the fitted concentration of half-maximal effect; % is set by controls: 0 for no effect and ±100 for the full control effect; nearly all actives have a fitted effect of over 55% in size
#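 Human tau K18 P301L (15 uM unlabeled, 0.24 uM Alexa 594-labeled) in 100 mM sodium acetate pH 7 with 20 uM heparin, 6 hr at 37 C. ThT 30 uM added, 1 hr ambient; Alexa 594 FP and total fluorescence read at 555/632 nm.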
# Epigenetic reg = Quantitative High-Throughput Screen for Regulators of Epigenetic Control; murine LDR cells, GFP reporter derepression, 30 h; Potency, µM (series often up to 53.9 µM), without a hit: top-dose GFP activation, most hits filed as activators; hit rate 0.2% among 280,000; AID 1865, 2009; note: potency is the fitted concentration of half-maximal effect; % of control where 0% means no effect; nearly all actives have a fitted effect of over 60% in size
#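 Reporter derepression read as number of fluorescent GFP-positive objects, 20-120 um in size, counted by laser-scanning cytometer. Mouse LDR line with an epigenetically silenced CMV-GFP locus; compound incubation 30 h, 37 C.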
# TR SRC2 fluor cs = Total Fluorescence Counterscreen for Inhibitors of the Interaction of Thyroid Hormone Receptor and Steroid Receptor Coregulator 2 | AID 1479, 2009 | TRb/SRC2 Texas Red total fluorescence interference | Potency, µM (top dose mostly 106 µM), inactives show at the highest dose fluorescence change, negative = quenching | hit rate 0.29% among 280,000; active = well fitted curve in either direction with a large enough effect; inconclusive = small, poorly fitted or top-dose-only effect; note: potency is the fitted concentration of half-maximal effect; % is set by controls: 0 for no effect and ±100 for the full control effect
#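 Flags fluorescent or light-absorbing compounds by total fluorescence, S + 2P, at 555 nm excitation and 632 nm emission. Mixture: 20 nM Texas Red SRC2 peptide, 0.6 uM human TRb LBD, 1 uM T3, 5% DMSO; compound exposure 5 h at ambient temperature.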
# NPSR antag = qHTS Assay for Antagonists of the Neuropeptide S Receptor: cAMP Signal Transduction; CHO-NPSR cells, cAMP TR-FRET, antagonist mode; Q6W5P4; hit rate 1% among 220,000; Potency, µM (titrated, usually from 38.3 µM), without a hit: at the highest dose activity change, negative = inhibition, usual class: inhibitors; note: potency is the fitted concentration of half-maximal effect; % is set by controls: 0 for no effect and ±100 for the full control effect; nearly all actives have a fitted effect of over 50% in size; many of its hits are not listed in these tables
# Target sequence (Q6W5P4 whole entry, looked up): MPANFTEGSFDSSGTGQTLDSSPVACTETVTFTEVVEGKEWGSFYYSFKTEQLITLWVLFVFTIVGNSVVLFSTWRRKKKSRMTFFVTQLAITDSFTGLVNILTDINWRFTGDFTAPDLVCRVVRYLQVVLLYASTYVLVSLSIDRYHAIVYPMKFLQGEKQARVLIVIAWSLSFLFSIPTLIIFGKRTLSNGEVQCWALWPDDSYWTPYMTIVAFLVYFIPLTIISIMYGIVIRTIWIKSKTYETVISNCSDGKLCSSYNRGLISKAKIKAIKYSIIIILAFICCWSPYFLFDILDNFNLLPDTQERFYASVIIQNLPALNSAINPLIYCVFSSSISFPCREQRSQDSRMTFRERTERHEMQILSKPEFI
# GLA spleen mod = qHTS Assay for Inhibitors and Activators of Human alpha-Galactosidase From Spleen Homogenate; Alpha-galactosidase A (Homo sapiens), P06280; Potency, µM (series often up to 80 µM), for the others: top-dose activity change, negative = inhibition, actives largely listed as inhibitors; AID 2107, 2009; human spleen homogenate, 4MU-alpha-Gal fluorescence, 40 min; hit rate 0.008% among 240,000;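 note: potency is the fitted concentration of half-maximal effect; 0% = enzyme with vehicle and -100% = no enzyme basal signal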
#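 Spleen homogenate 1 ug + cpd (titration) + 4-MU-alpha-D-galactopyranoside 1 mM; 37C 40 min; 50 mM citrate/phosphate pH 5.0, 0.01% Tween-20; stop pH 10; fluorescence 365/440; AC50 via Hill.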
# Tau FP inhib = qHTS for Inhibitors of Tau Fibril Formation, Fluorescence Polarization; AID 1468, 2008; Potency, µM (top dose mostly 57.7 µM), without a hit: at the top dose activity, negative = inhibition, most hits filed as inhibitors; hit rate 0.39% among 280,000; K18 P301L tau heparin fibrillization, Alexa594 FP, 6 h; note: potency is the fitted concentration of half-maximal effect; % is set by controls: 0 for no effect and ±100 for the full control effect; nearly all actives have a fitted effect of over 55% in size
# Target sequence (P10636 561-689 P618L limits assumed): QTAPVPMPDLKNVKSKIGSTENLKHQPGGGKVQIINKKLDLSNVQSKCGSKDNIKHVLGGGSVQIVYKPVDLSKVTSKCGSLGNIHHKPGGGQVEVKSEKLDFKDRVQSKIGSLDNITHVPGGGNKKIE
#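 FP of Alexa 594-tau after heparin (20 uM) induction. Substrate: human K18 P301L, 15 uM unlabeled, 0.24 uM labeled. Buffer 100 mM sodium acetate pH 7. 6 hr, 37 C.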
# * = called active by the depositor; ? = inconclusive; nt = no result given; & = joins results of further samples; [ ] = remark or other dose. Unless noted, calls come from the whole dose curve; as a rule, active = well fitted curve in the direction sought with a large enough effect; inconclusive = small, poorly fitted or top-dose-only effect, or another doubt; inactive = no such curve, though single readings can be large; an effect the other way counts as inactive or inconclusive. The list is partial (hit frequency here may not be typical).
# The line under a structure holds: CBFb-RUNX1 inh, TRb-SRC2 inh, Tau fluor counter, Epigenetic reg, TR SRC2 fluor cs, NPSR antag, GLA spleen mod, Tau FP inhib
- Cn1c(=O)c(C(=O)Nc2ncccn2)c(O)c2ccccc21
  2.5%, -24.5%, 2.3%, 1.1%, 1.1%, ?, -0.9%, 4.2%
- O=C(O)c1cccc(CSc2ncn[nH]2)c1
  12.9%, 5.0%, -0.1%, -1.4%, 0.7%, 15.5%, 4.5%, 0.3%
- CC(=O)c1sc(NC(=O)COc2ccc(Cl)cc2C)nc1C
  2.2%, 5.1%, -1.9%, 4.1%, -4.8%, 8.3%[7.67 µM], -1.4%, -9.4%
- O=C(O)CC(NC(=O)COc1ccc(Cl)cc1Cl)C(=O)O (stereo unspecified)
  9.6%, -6.3%, -2.9%, 0.0%, 0.8%, -9.4%[46.1 µM], 1.9%, -2.5%
- C[C@@H]1NC(=O)c2cc([N+](=O)[O-])cc(I)c2NCCCC[C@@H](C(N)=O)NC(=O)[C@H](CCC(=O)O)NC1=O
  -0.9%[2.36 µM], -8.5%, -3.9%, -0.6%, -1.4%, 9.5%, 3.2%, 4.8%
- CCc1cc(SC#N)cc(CC)c1NC(=O)CCl
  11.1%, -1.7%, -26.9%, 1.1%, -0.1%, -23.9%, -2.6%, 7.08µM*
- Cn1c(=O)c2c(nc(SCC(=O)NCc3ccc4c(c3)OCO4)n2Cc2ccc(Cl)cc2)n(C)c1=O
  0.8%, -5.2%, -27.9%, 2.5%, -12.3%, -27.9%[46.1 µM], -12.5%, 13.4%
- Cn1cccc1Cc1nnc(SCC(=O)N2CCCCCC2)n1CCc1ccccc1
  -6.6%, -5.7%, -2.9%, -1.0%, -3.1%, -15.2%[46.1 µM], 5.1%, 11.0%
- O=C1C=C(NCc2ccco2)CC(c2ccc(Cl)cc2)C1 (stereo unspecified)
  -5.1%, -5.1%, -4.3%, 0.9%, -3.6%, 7.8%[46.1 µM], -7.0%, -1.8%
- COC(=O)[C@@H]1C[C@@]2(O)[C@H](O)[C@H](O)[C@H](O)C[C@H]2N1Cc1ccc(N2CCOCC2)cc1
  1.4%, -5.5%, 7.2%, -4.4%, 1.3%, nt, -4.2%, 3.6%
- CCCSc1ncc(Cl)c(C(=O)N(Cc2ccccc2)c2ccc(OC)cc2)n1
  nt, 1.2%, -17.1%, -0.8%, -20.4%, nt, nt, 2.6%
- Cc1cnc(C(=O)N2CCN(c3ccc(C(F)(F)F)cn3)CC2)cn1
  9.9%, 4.1%, 3.1%, -1.4%, -1.5%, 1.5%[7.67 µM], 5.5%, -1.7%
- COC(=O)c1sccc1NC(=O)COc1ccccc1Cl
  5.7%, -3.2%, -14.9%, -1.0%, 2.6%, -17.4%, -3.4%, -8.8%
- CCOC(=O)c1cc(-c2ccc(C)cc2)n(CC(=O)Nc2cccc(C(C)=O)c2)c1C
  nt, -6.8%, -26.1%, 1.4%, 5.2%, nt, nt, -9.2%
- Cc1ccc(CCNc2nc3ccccc3c3nc(-c4cccnc4)nn23)cc1
  nt, 1.2%, -11.5%, 1.4%, ?, nt, nt, -1.4%
- CCCc1nc2ccccc2c(C(=O)OCC(=O)c2ccc3c(c2)NC(=O)CO3)c1CC
  2.0%, 5.1%, -20.1%, 4.0%, -5.6%, -13.2%[46.1 µM], 12.8%, -16.6%
- CC1CC(C)CN(CCCNC(=O)c2cn(C)c3ccc(S(=O)(=O)N4CCCC4)cc3c2=O)C1 (stereo unspecified)
  -2.9%, -6.0%, -8.1%, 2.8%, -1.4%, 12.3%, 7.4%, -6.1%
- COc1ccc(C(C(O)C(=O)c2c[nH]c3ccccc23)N2CCN(c3ccccc3)CC2)cc1 (stereo unspecified)
  -13.9%, 2.9%, ?, -8.3%, -0.3%, ?, -1.1%, 1.4%
- N=C1C(c2ccccc2)=C(O)CN1c1cccc(S(N)(=O)=O)c1
  -17.2%, 8.4%, -2.4%, 0.0%, -0.2%, 15.1%, -2.1%, 1.9%
- Cc1ccc(NC(=O)c2nc[nH]c2C(=O)N2CCOCC2)c(C(=O)c2ccccc2)c1
  -1.3%, -3.8%, -1.2%, -0.2%, -1.4%, 1.7%, -6.4%, 2.3%
- COc1cccc(NC(=O)COc2ccccc2C(N)=O)c1
  4.1%, -6.8%, 0.7%, 0.0%, -8.5%, -14.9%[46.1 µM], 5.5%, 8.3%
- O=C(Nc1cccc(S(=O)(=O)N2CCCCC2)c1)c1ccc(S(=O)(=O)C(F)F)cc1
  -8.2%, -1.2%, ?, -4.2%, -1.8%, -17.6%, 8.7%, ?
- O=C(/C=C\Nc1ccc2c(c1)OCO2)c1ccc(Cl)s1
  -0.1%, 0.5%, -17.0%, ?, -0.4%, 1.9%, 3.0%, -4.0%
- COC(=O)NCC(C)OC(=O)Nc1ccc(Cl)cc1 (stereo unspecified)
  -5.0%, -0.1%, -8.2%, -0.1%, -5.5%, -4.5%, -0.1%, -6.4%[2.34 µM]
- CCOC(=O)Nc1sc2c(c1C(=O)OCC)CCC2
  8.9%, 3.9%, -16.0%, -3.0%, 1.8%, -7.9%[46.1 µM], 10.0%, 0.6%
- N/C(CSc1ccc(Cl)cc1)=N\NC(=O)c1ccncc1
  -4.9%, -3.4%, 0.7%, 2.3%, -3.7%, -10.7%, 6.0%, -0.1%
- COc1ccccc1N1CCN(c2ccc3cc(S(=O)(=O)N4CCCCC4)ccc3n2)CC1
  nt, -2.3%, ?, -2.1%, -0.6%, nt, nt, -4.2%
- O=C(/C=C/c1ccc2c(c1)OCO2)NCc1ccc(F)cc1
  0.9%, 2.2%, -15.5%, 3.1%, -2.6%, -8.5%, 16.8%, -14.2%
- Cc1ccc(-c2nc(SCC(=O)NCC3CCCO3)c(-c3ccc(C)cc3)[nH]2)cc1 (stereo unspecified)
  6.3%[2.36 µM], -5.0%&11.3%, ?, ?, -1.4%&-0.7%, -19.1%, 3.6%, ?
- CC(C)CC(=O)N1CCN(C(=O)c2cccc(F)c2)CC1
  0.6%, -15.8%, 10.2%, 4.0%, 0.1%, -6.9%[46.1 µM], -2.9%, 7.0%
- O=C(C[n+]1cccc(/C=N/O)c1)N1CCCCCC1
  -3.7%, -0.6%, 1.9%, -0.1%, 3.7%, 14.1%, -2.8%, 2.8%
- COc1ccc2sc(SCCCS(=O)(=O)O)[n+](CCCS(=O)(=O)[O-])c2c1
  -2.1%, 3.1%, -4.8%, -1.0%, 1.5%, 26.4%, 2.1%, -4.2%
- C=C(C)C1Cc2c(C)nn(-c3ccccn3)c2C1 (stereo unspecified)
  2.2%, -12.6%, -15.4%, -2.9%, 0.2%, -12.9%[46.1 µM], 3.6%, -5.6%
- CCSc1nnc(-c2ccc(C)cc2)c2ccccc12
  -1.5%, -11.5%, -10.3%, -1.0%, 0.6%, -38.5%, 2.1%, -4.0%
- FC(F)(F)c1cnc(-n2cc[nH]c2=S)c(Cl)c1
  -2.1%, 0.6%, -9.1%, 7.4%, 1.6%, 2.4%[46.1 µM], -3.6%, -2.5%
- C[C@H](CC[C@@H]1OC1(C)C)C1CC[C@H]2[C@@H]3CC=C4C[C@@H](O)CC[C@]4(C)[C@H]3CC[C@]12C (stereo partly specified)
  9.3%, -0.5%, 0.6%, 1.1%, -0.8%, nt, 2.9%, -0.4%
- COc1ccc2c(c1)[nH]c1c(=O)n(CCCN3CCOCC3)cnc12
  4.1%, -12.3%, -6.1%, -1.0%, -4.3%, -7.5%[46.1 µM], 0.8%, 1.5%
- Cn1cnnc1SCC(=O)Nc1cc(S(=O)(=O)N2CCCCCC2)ccc1Cl
  -7.2%, -7.1%[53 µM], 4.5%, -0.3%, -0.7%[53 µM], 9.7%, -8.2%, -8.6%
- N#Cc1cn(-c2ccccc2)nc1-c1ccccc1
  11.1%, -3.2%, -10.3%, -1.1%, 1.2%, 3.8%[46.1 µM], -2.2%, -2.8%
- CCOc1ccc(NC(=O)NCc2ccc3c(c2)CCN3C(C)=O)cc1
  nt, 9.4%, -12.1%, 1.7%, -30.0%, nt, nt, 2.6%
- CN1CCN(C(=S)NC(=O)c2ccc(C(C)(C)C)cc2)CC1
  0.7%, -2.1%, -1.0%, 0.1%, -0.2%, 3.1%, -3.6%, 6.7%
- COc1cccc(C(=O)/C=C/Nc2cc(C)ccc2O)c1
  4.4%, -1.9%, 15.8µM*[quencher], 0.0%, -10.8%, ?, 1.9%, 6.5%
- O=C(COc1ccccc1[N+](=O)[O-])N/N=C/c1cccs1
  -11.8%, -0.9%, 3.0%, -1.0%, 1.3%, 3.1%, -1.0%, 8.5%
- CC1CCc2c(sc(NC(=O)COC(=O)c3ccc(O)cc3)c2C#N)C1 (stereo unspecified)
  -12.9%, -1.5%, ?, 5.7%, -0.8%, -4.2%, -7.6%, -11.4%

# Retrieved by compound from the list above (3):
# The line under a structure holds: CBFb-RUNX1 inh, TRb-SRC2 inh, Tau fluor counter, Epigenetic reg, TR SRC2 fluor cs, NPSR antag, GLA spleen mod, Tau FP inhib
- CC1CCc2c(sc(NC(=O)COC(=O)c3ccc(O)cc3)c2C#N)C1 (stereo unspecified)
  -12.9%, -1.5%, ?, 5.7%, -0.8%, -4.2%, -7.6%, -11.4%
- O=C(COc1ccccc1[N+](=O)[O-])N/N=C/c1cccs1
  -11.8%, -0.9%, 3.0%, -1.0%, 1.3%, 3.1%, -1.0%, 8.5%
- CN1CCN(C(=S)NC(=O)c2ccc(C(C)(C)C)cc2)CC1
  0.7%, -2.1%, -1.0%, 0.1%, -0.2%, 3.1%, -3.6%, 6.7%
